DT40 TDP1 CPT: qHTS for Inhibitors of human tyrosyl-DNA phosphodiesterase 1 (TDP1): qHTS in cells in presence of CPT; chicken DT40 Tdp1-/-;hTDP1 cells + 20 nM CPT, ATP luminescence, 48 h; Potency, µM (titrated, usually from 46.2 µM), for inactives: at the highest dose activity change, negative = growth inhibition, actives largely listed as inhibitors; 12% of 420,000 active; AID 686979, 2013; also: nearly all actives have a fitted effect of over 55% in size
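Chicken DT40 Tdp1-/- cells complemented with human TDP1, 400 cells/well, exposed to compounds plus 20 nM camptothecin for at least 48 h at 37 C; viability read as ATP content by CellTiter-Glo luminescence.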
FEN1 inh: qHTS Assay for the Inhibitors of Human Flap endonuclease 1 (FEN1) | P39748 | Recombinant FEN1 flap cleavage, fluorescence, 15 min | Potency, µM (highest dose often 114 µM), without a hit: at the highest dose activity change, negative = inhibition, most hits filed as inhibitors | 0.35% of 390,000 active; also: nearly all actives have a fitted effect of over 65% in size
Target sequence (P39748 whole entry, looked up): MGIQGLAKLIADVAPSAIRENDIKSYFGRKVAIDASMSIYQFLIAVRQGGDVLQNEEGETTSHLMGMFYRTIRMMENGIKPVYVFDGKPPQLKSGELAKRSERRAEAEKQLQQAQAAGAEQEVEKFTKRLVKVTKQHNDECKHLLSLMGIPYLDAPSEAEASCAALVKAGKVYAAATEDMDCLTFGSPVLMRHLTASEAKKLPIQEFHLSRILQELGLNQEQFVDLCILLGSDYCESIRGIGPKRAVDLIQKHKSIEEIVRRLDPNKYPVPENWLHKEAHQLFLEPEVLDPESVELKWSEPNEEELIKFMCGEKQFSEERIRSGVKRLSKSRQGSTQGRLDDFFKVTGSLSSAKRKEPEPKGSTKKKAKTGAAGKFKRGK
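In this screen, 50 nM flap DNA substrate was added to 10 nM FEN1 pretreated with compound for 15 min at room temperature; cleavage was followed with reads at 0 and 15 min, and Hill fitting gave concentration–response parameters.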
N370S GC: qHTS Assay for Inhibitors and Activators of N370S glucocerebrosidase as a Potential Chaperone Treatment of Gaucher Disease. Potency, µM (top dose mostly 59.4 µM), for inactives: at the top dose activity change, negative = inhibition, usual class: inhibitors. 0.092% of 330,000 active. N370S GC spleen homogenate, 4MU-glucoside fluorescence. AID 2101, 2009. Lysosomal acid glucosylceramidase (Homo sapiens), P04062;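 also: 0% = full enzyme activity and -100% = no enzyme basal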
Starred values were filed as active, the others as inactive; ? = inconclusive; . = no result given; & = joins results of further samples; [ ] = dose if it differs, or a comment. Calls follow the shape of the dose curve; as a rule, active = well fitted curve in the direction sought with a large enough effect; inconclusive = small, poorly fitted or top-dose-only effect, or another doubt; inactive = no such curve, though single readings can be large; an effect the other way counts as inactive or inconclusive. Unless noted, % is scaled to controls: 0 for no effect and ±100 for the full control effect; potency is read from the fitted curve at half-maximal effect.

#1 COc1ccc(OC)c2c1C(=O)C(Cl)=C(Cl)C2=O
#2 O=c1[nH]c(/C=C\c2cccc(C(F)(F)F)c2)nc(O)c1[N+](=O)[O-]
#3 CCN1C(=O)C(=O)N(CC(=O)c2[nH]c(C)c(C(C)=O)c2C)C1=O
#4 COc1ccc(S(=O)(=O)NCCc2c(C)nn(C)c2Oc2ccccc2)cc1
#5 CCCn1c(COc2ccccc2OC)nc2ccccc21
#6 CCOc1ccc(N2CSC3=C(C#N)C(c4ccco4)CC(=O)N3C2)cc1 (stereo unspecified)
#7 CCOc1cc2c(cc1OCC)C(c1c(F)cccc1Cl)CC(=O)N2 (stereo unspecified)
#8 COC(=O)c1ccc(N2C(=O)c3ccc(OC)c(OC)c3C2=O)cc1

Assay by compound	1	2	3	4	5	6	7	8
DT40 TDP1 CPT	0.231µM*	2.4%	-2.3%	?	-28.4%	-9.8%	?	2.5%
N370S GC	-12.4%	-15.3%	-10.2%	10.7%	12.7%	-1.3%	.	-7.2%
FEN1 inh	?	-7.7%	0.9%	4.0%	-2.1%	-4.2%	-13.2%	6.2%

#9 Cn1nc2c(c1C(=O)N1CCCC(C(=O)c3cc(F)ccc3F)C1)CCCC2 (stereo unspecified)
#10 N#Cc1ccccc1CSCCNC(=O)Cc1c(F)cccc1Cl
#11 O=C(NN1CCOCC1)c1cn(-c2ccccc2)nc1-c1cccs1
#12 CCC(c1nnnn1C1CCCC1)N1CCN(c2cccc(OC)c2)CC1 (stereo unspecified)
#13 CCN1CCN(C(=O)c2ccc3c(c2)N(Cc2ccccc2)C(=O)c2ccccc2S3(=O)=O)CC1
#14 Cn1c(=O)[nH]c(NC2CCCCC2)c(N=O)c1=O
#15 CN(C)c1cccc(O)c1
#16 C=CCOc1c(CNc2nccs2)cccc1OCC

Assay by compound	9	10	11	12	13	14	15	16
DT40 TDP1 CPT	16.4µM*	-29.3%	?	?	-7.9%&-13.5%	7.4%	-1.6%	-10.2%
N370S GC	-4.4%	1.0%	-6.9%	-16.0%	-10.5%	-13.0%	4.5%	-2.1%
FEN1 inh	22.6%	-4.8%	18.9%	-5.0%	-6.4%&10.8%	-0.5%	5.9%	-4.5%

#17 CCOC(=O)c1c(NC(=O)C(C)Sc2cn(CCNC(=O)c3ccc(OC)c(OC)c3)c3ccccc23)sc2c1CCC2 (stereo unspecified)
#18 COc1ccc(S(=O)(=O)N(C)c2ccc(OCC(=O)Nc3cc(C)on3)cc2)cc1
#19 CC(C)CC1CCCCC1OC(=O)CN1CCCCC1 (stereo unspecified)
#20 O=C(Nc1cc(Cl)cc(Cl)c1)C1CC(=O)N(C2CCCC2)C1 (stereo unspecified)
#21 Cc1cccc(NC(=O)CSc2ccc(-c3ccccn3)nn2)c1
#22 Cc1ccc(NC(=O)Nc2nnc(Cc3ccc(F)cc3)s2)cc1
#23 CN(C)c1ccc(/C=N/NC(=O)CNC(=O)c2ccco2)cc1
#24 CC(C)(C)C(=O)Nc1ccccc1C(=O)Nc1ccncc1

Assay by compound	17	18	19	20	21	22	23	24
DT40 TDP1 CPT	20.6µM*	-4.1%	-0.8%	?	?	-6.4%	1.6%	4.2%
N370S GC	.	10.5%[2.35 µM]	-4.3%	-12.9%	.	-16.9%	-0.5%	0.5%
FEN1 inh	5.8%	-0.4%	6.9%	-0.8%	2.3%	-16.7%	8.3%	5.2%

The list goes on (four carried over from the part before).
#21 Cc1cccc(NC(=O)CSc2ccc(-c3ccccn3)nn2)c1
#22 Cc1ccc(NC(=O)Nc2nnc(Cc3ccc(F)cc3)s2)cc1
#23 CN(C)c1ccc(/C=N/NC(=O)CNC(=O)c2ccco2)cc1
#24 CC(C)(C)C(=O)Nc1ccccc1C(=O)Nc1ccncc1
#25 O=C(COC(=O)Cc1cccs1)Nc1ccccc1F
#26 Cc1ccc2c(c1)c1c3n2CC(=C2C(=O)OC(C)(C)OC2=O)NC3CCC1 (stereo unspecified)
#27 C=C(C)Cn1c(C)cc(C)c(S(=O)(=O)c2ccc(C)cc2)c1=O
#28 Cc1nc2ccccc2n1CC(=O)N/N=C/c1cccnc1
#29 C(=Nc1cnc2ccccc2c1)c1ccc2ccccc2n1
#30 C[C@H](CO)N1C[C@H](C)[C@@H](CN(C)C(=O)NC2CCCCC2)Oc2c(NC(=O)CCC(F)(F)F)cccc2C1=O
#31 COc1cc(CNC(C)C)c(Br)cc1OC1CCCC1
#32 Cc1ccc(NC(=O)/C=C/c2ccc([N+](=O)[O-])s2)c(C)c1

Assay by compound	21	22	23	24	25	26	27	28	29	30	31	32
DT40 TDP1 CPT	?	-6.4%	1.6%	4.2%	-1.9%	20.6µM*	?	2.4%	?	?	3.5%	2.59µM*
N370S GC	.	-16.9%	-0.5%	0.5%	-19.6%	1.9%	8.8%	-3.1%	.	.	-4.2%	0.8%
FEN1 inh	2.3%	-16.7%	8.3%	5.2%	-1.3%	?	-2.0%	3.3%	-0.6%	-8.6%	1.4%	-2.1%

#33 CCC(CC)NC(=O)c1cccc(NC(=O)C(C)C)c1
#34 CCOC(=O)c1c(-c2cccc([N+](=O)[O-])c2)csc1NC(=O)C1CCCCC1
#35 COc1ccc(C(=O)NC(C(=O)N2CCN(c3ccccc3O)CC2)C(C)C)cc1 (stereo unspecified)
#36 CC(=O)N1CCN(c2ccc(NC(=O)c3ccc([N+](=O)[O-])o3)cc2Cl)CC1
#37 Cn1c(=O)c2c(nc(N3CCN(c4ccccc4)CC3)n2CCCc2ccccc2)n(C)c1=O
#38 COc1ccccc1-c1nc2ccccc2nc1-c1ccccc1
#39 CCOC(=O)C1=CN(CC)S(=O)(=O)NC1c1ccc(F)c(Cl)c1 (stereo unspecified)
#40 CC(C)N1CCC(N2CCN(Cc3cc4c(cc3Cl)OCO4)CC2CCO)CC1 (stereo unspecified)

Assay by compound	33	34	35	36	37	38	39	40
DT40 TDP1 CPT	-0.4%	?	-11.7%	0.411µM*	8.2µM*	18.4µM*	-1.3%	1.0%
N370S GC	-0.9%	6.0%	-6.2%	-8.2%	-3.3%	6.8%	.	8.5%
FEN1 inh	7.6%	-9.2%	45.6%[activator]	6.2%	9.3%	2.5%	1.8%	9.4%

#41 COc1ccc(Cl)cc1C(=O)Nc1ccc(-c2nnc3n2CCCCC3)cc1
#42 O=C(Oc1cccc(-c2cnc3ccccc3n2)c1)c1ccco1
#43 COC(=O)c1ccc(OCC2c3cc(OC)c(OC)cc3CCN2C(=O)c2ccc(OC)cc2)cc1 (stereo unspecified)
#44 O=S(=O)(c1cccc(C(F)(F)F)c1)N(CCCN1CCOCC1)Cc1cccs1
#45 O=C(NCCc1nnc2ccc(NCc3ccc(F)cc3)nn12)c1ccccc1
#46 O=C(O)c1nn(-c2cccc(Cl)c2)c(=O)cc1O
#47 CCCCCOc1ccc(Cn2c(=O)oc3ccc(C)cc32)cc1OC
#48 CC(NC(=O)COC(=O)c1ccc2ccccc2n1)C1CC2CCC1C2 (stereo unspecified)

Assay by compound	41	42	43	44	45	46	47	48
DT40 TDP1 CPT	?	-15.0%	?	-24.7%&1.0%	-12.1%	24.8%	25.9µM*	0.3%
N370S GC	.	14.6%	.	?	-11.6%	6.3%	.	13.3%
FEN1 inh	-3.0%	-6.6%	-11.7%	7.6%&-3.6%	17.0%	-6.9%	-5.6%	-9.7%

#49 Cn1cc(CC(=O)NC2CCCCC2)c2ccccc21
#50 COc1ccc(C(=O)Nc2cc3c4c(c2)C(C)C(=O)N4CCC3)cc1 (stereo unspecified)
#51 COc1cc(/C=N/NC(=S)Nc2cccc(S(=O)(=O)N(C)C)c2)cc(OC)c1O
#52 COc1cc(OC)c(OC)cc1/C=C/c1nc2cc3ccccc3cc2c(=O)n1-c1ccc(Cl)cc1
#53 CCCSc1ccc([C@@H]2[C@@H]3C(=O)N(C)C(=O)[C@@H]3[C@]3(C(=O)OC)CCCN23)cc1OC
#54 COC(=O)c1sccc1NC(=O)C1CC=CCC1C(=O)O (stereo unspecified)
#55 COc1ccc(CNC(=O)Nc2ccc3c(c2)N(C)C(=O)CS3)cc1
#56 CCCn1c(=N)n(CC(=O)OCC)c2ccccc21

Assay by compound	49	50	51	52	53	54	55	56
DT40 TDP1 CPT	4.3%	?	-15.3%	13µM*	18.4µM*	0.8%	?	-6.6%
N370S GC	-12.0%	1.2%	-12.9%	.	-4.0%	10.7%	8.9%	-3.8%
FEN1 inh	20.3%	10.4%	0.3%	-6.6%	-14.7%	-14.8%	-13.9%	9.7%

Complete entries from above.
Shown for `COc1cc(/C=N/NC(=S)Nc2cccc(S(=O)(=O)N(C)C)c2)cc(OC)c1O` → DT40 TDP1 CPT: -15.3%; N370S GC: -12.9%; FEN1 inh: 0.3%
Shown for `COC(=O)c1sccc1NC(=O)C1CC=CCC1C(=O)O` (stereo unspecified) → DT40 TDP1 CPT: 0.8%; N370S GC: 10.7%; FEN1 inh: -14.8%

Additional records follow.
#57 Nc1nonc1C(=O)OCC(=O)N1CCOCC1
#58 Cc1cc(=O)oc2cc(NS(=O)(=O)c3ccc(F)cc3)ccc12
#59 CCOc1ccccc1NC(=O)c1cc(=O)c2ccccc2o1
#60 Cc1ccc(COc2cccc3cc(-c4noc(-c5ccc(C)cc5)n4)c(=O)oc23)cc1
#61 CN(Cc1ccccc1)C(=O)c1cc2c(s1)-c1ccc(Cl)cc1SC2
#62 CCOc1ccc(C(=O)N/N=C/c2cccc3cccnc23)cc1
#63 CC1CCN(S(=O)C23CC4CC(CC(C4)C2)C3)CC1 (stereo unspecified)
#64 FC(F)(F)c1ccccc1NC(=S)N1CCN(Cc2ccc3c(c2)OCO3)CC1

Assay by compound	57	58	59	60	61	62	63	64
DT40 TDP1 CPT	-13.4%	-4.6%	4.7%	-18.6%	?	10.3µM*	26.1%	?
N370S GC	1.6%	?	-0.6%	.	.	12.2%	8.6%	-5.4%
FEN1 inh	6.4%	0.5%	0.2%	-2.6%	6.7%	11.7%	1.7%	15.2%

#65 COc1ccc(-c2cc(-c3ccccc3)nc3c2COc2ccc(Cl)cc2-3)cc1
#66 COCC(=O)N(C)[C@H]1C[C@H]2c3cc(N4CCN(C)CC4)ccc3CCN2C(=O)[C@H]1[C@H](C)O
#67 Cc1ccc(S(=O)(=O)NC2CCCCC2)c2nsnc12
#68 O=C(Nc1ccc(F)cc1)c1ccc(-n2ccnc2)nc1
#69 O=C(CNC(=O)c1ccc(Br)cc1)N=Nc1c(O)[nH]c2ccc([N+](=O)[O-])cc12
#70 O=C(CC1NCCNC1=O)Nc1ccc2c(c1)OCO2 (stereo unspecified)
#71 COc1cccc(NC(=O)C2CCCN(S(=O)(=O)c3c(C)nn(C)c3C)C2)c1 (stereo unspecified)
#72 Cc1cc(C)n(CC(=O)N/N=C/c2cccc([N+](=O)[O-])c2)n1

Assay by compound	65	66	67	68	69	70	71	72
DT40 TDP1 CPT	-28.4%	-4.7%	-21.8%	5.6%	1.0%	12.9%	?	-7.2%
N370S GC	.	.	3.6%	-3.4%	-23.5%	.	.	?
FEN1 inh	1.0%	-8.7%	13.1%	-13.8%	6.2%	-1.4%	-13.4%	3.9%

#73 Cc1cc(C(=O)NC2CC(C)(C)Cc3c2cnn3-c2ccccc2)n(C)n1 (stereo unspecified)
#74 CS(=O)(=O)N(CC(=O)NC1CCCCC1)Cc1ccc(F)cc1
#75 O=C1OC(Cc2ccccn2)C(O)=C1C1=NCCCCN1 (stereo unspecified)
#76 Cc1ccc(Cn2nnc3c(=O)n(CC(=O)NCc4ccc5c(c4)OCO5)cnc32)cc1
#77 CC1CCN(C(=O)c2ccc(S(=O)(=O)N(C)C)cc2)C(C)C1 (stereo unspecified)
#78 COc1ccc(S(=O)(=O)N2CCc3ccccc32)cc1C(=O)Nc1cc(S(C)(=O)=O)ccc1Cl

Assay by compound	73	74	75	76	77	78
DT40 TDP1 CPT	?	5.9%	2.6%	?	-0.2%	9.2µM*
N370S GC	-0.3%	-5.9%	0.1%	1.7%	2.5%	.
FEN1 inh	-6.3%	10.5%	-0.2%	-4.4%	5.9%	0.9%

Not all compounds are listed (hit frequency here may not be typical).
